# BioA inh: BioA (M. tuberculosis) enzyme inhibition | purified M. tuberculosis BioA enzyme, plate reader | inhibition, % at 9.99 µM | hit rate 0.096% among 360,000; in the data active = inhibition above about 40%
# * hit, by the source's call. These rows are one share of the data. The share of hits here may be higher or lower than overall.
smiles | BioA inh
C[C@H](CO)N1C[C@H](C)[C@H](CN(C)CC2CC2)Oc2cc(C#Cc3ccccc3F)ccc2S1(=O)=O | -2.4
O=C(C[C@H]1CC[C@H](NC(=O)Nc2ccc3c(c2)OCO3)[C@@H](CO)O1)NCCCN1CCOCC1 | -3.1
CO[C@H]1CN(C)C(=O)c2cc(NC(=O)c3nc4ccccc4s3)ccc2OC[C@H](C)NC[C@@H]1C | 0.9
C[C@@H]1CN([C@H](C)CO)C(=O)c2cc(C3=CCCC3)cnc2O[C@@H]1CN(C)C(=O)C1CCC1 | 10
C[C@@H]1CN([C@@H](C)CO)S(=O)(=O)c2ccc(C#CCN(C)C)cc2O[C@@H]1CN(C)S(C)(=O)=O | -1.6
O=C(C[C@@H]1CC[C@@H](NC(=O)c2cnccn2)[C@H](CO)O1)NCc1ccccc1F | 0.1
CCCc1cn(CC[C@H]2CC[C@H](NC(=O)C3CC3)[C@H](CO)O2)nn1 | -3.8
COc1ccc(NC(=O)Nc2ccc3c(c2)CC(=O)N([C@@H](C)CO)C[C@@H](C)[C@@H](CN(C)CC2CC2)O3)cc1 | 3.1
C[C@H]1CCCCO[C@H](CN(C)C(=O)NC2CCCCC2)[C@@H](C)CN([C@@H](C)CO)C(=O)c2cc(NC(=O)C3CCCCC3)ccc2O1 | 1.4
CC(C)NC(=O)N(C)C[C@H]1Oc2c(NC(=O)c3nc4ccccc4s3)cccc2C(=O)N([C@H](C)CO)C[C@H]1C | -1.1
CCNC(=O)[C@H]1[C@H](CO)[C@H]2Cn3c(ccc(-c4ccccc4F)c3=O)[C@H]2N1C(C)=O | -0.9
COc1cccc(S(=O)(=O)N2C[C@@H](O)COC[C@@H]3O[C@@H](CC(=O)NCCCN4CCOCC4)CC[C@H]32)c1 | -1.8
COc1ccc(NC(=O)Nc2cccc3c2O[C@@H](CN(C)CC2CCCCC2)[C@H](C)CN([C@H](C)CO)C3=O)cc1 | -1.8
O=C(C[C@@H]1C[C@@H]2c3cc(NC(=O)Nc4ccc(F)cc4)ccc3O[C@@H]2[C@@H](CO)O1)NC1CCCCC1 | -0.6
C[C@@H]1CN([C@@H](C)CO)C(=O)Cc2cc(NC(=O)CCC(F)(F)F)ccc2O[C@H]1CN(C)C(=O)Nc1ccc(F)cc1 | -0.1
O=C(c1cccc(F)c1)N1CC[C@@H]2[C@H]1c1cc(-c3ccccc3F)ccc1N[C@@H]2CO | -2.9
Cc1noc(C)c1S(=O)(=O)Nc1ccc2c(c1)C(=O)N([C@H](C)CO)C[C@H](C)[C@H](CN(C)Cc1ccc(C(=O)O)cc1)O2 | 0.2
COCC(=O)Nc1ccc2c(c1)[C@@H]1C[C@@H](CC(=O)N3CCc4ccccc4C3)O[C@@H](CO)[C@@H]1O2 | -1.0
COc1ccccc1-c1cn(CC[C@@H]2CC[C@@H](NC(=O)C3CC3)[C@@H](CO)O2)nn1 | 4.3
O=C(Nc1ccccc1)N1CCCCN2[C@H](CO)[C@H](c3ccc(C#Cc4ccccn4)cc3)[C@H]2C1 | 1.2
COc1cccc(S(=O)(=O)N[C@@H]2CC[C@H](CCNC(=O)Cc3ccncc3)O[C@@H]2CO)c1 | -2.9
N#C[C@@H]1[C@@H](c2ccc(C3=CCCC3)cc2)[C@@H](CO)N1C(=O)c1cccc(F)c1 | 21
CCCC(=O)Nc1ccc2c(c1)OC[C@@H](C)N(Cc1ccccc1)C[C@H](C)[C@@H](OC)CN(C)C2=O | 1.4
O=C(C[C@@H]1C=C[C@H](NC(=O)NC2CCCCC2)[C@@H](CO)O1)NCc1ccc(F)cc1 | -1.7
C[C@@H]1CN([C@H](C)CO)C(=O)c2cc(NS(=O)(=O)c3cn(C)cn3)ccc2O[C@@H](C)CCCCO[C@H]1CN(C)Cc1ccc2c(c1)OCO2 | -0.7
C/C=C/c1ccc2c(c1)O[C@@H](CN(C)C(=O)C1CCOCC1)[C@@H](C)CN([C@@H](C)CO)S2(=O)=O | 3.7
CC(C)NC(=O)N(C)C[C@@H]1OCCCC[C@H](C)Oc2ccc(NC(=O)C3CCCCC3)cc2C(=O)N([C@H](C)CO)C[C@@H]1C | 0.2
Cc1ccc(S(=O)(=O)N(C)C[C@H]2OCCCC[C@@H](C)Oc3ccc(NS(=O)(=O)c4ccc(F)cc4)cc3C(=O)N([C@H](C)CO)C[C@H]2C)cc1 | -1.6
CCS(=O)(=O)N1CCCCN2[C@H](C1)[C@@H](c1ccc(-c3ccc(C#N)cc3)cc1)[C@@H]2CO | 0.4
O=C(NCC[C@@H]1CC[C@H](NS(=O)(=O)c2ccccc2)[C@@H](CO)O1)c1cc(Cl)cc(Cl)c1 | 2.4
CO[C@H]1CN(C)C(=O)c2cc(NS(=O)(=O)CC(F)(F)F)ccc2OC[C@H](C)N(Cc2cccnc2)C[C@H]1C | -1.0
Cc1ccccc1-c1ccc([C@H]2[C@H]3CN(C(=O)CN4CCOCC4)CCCCN3[C@H]2CO)cc1 | -2.1
CC=Cc1ccc2n(c1=O)C[C@@H]1[C@@H](CO)[C@H](C(=O)NCCC)[C@H]2N1CCC(F)(F)F (mixture of isomers) | -1.2
CCCNC(=O)N(C)C[C@H]1Oc2cc(-c3ccccc3)ccc2S(=O)(=O)N([C@@H](C)CO)C[C@@H]1C | 1.8
Cc1noc(C)c1NC(=O)N(C)C[C@H]1Oc2c(NC(=O)c3cnccn3)cccc2C(=O)N([C@H](C)CO)C[C@H]1C | -0.6
C[C@@H]1CN([C@@H](C)CO)C(=O)Cc2cc(NC(=O)Cc3cn(C)c4ccccc34)ccc2O[C@H]1CN(C)Cc1ccc(C(=O)Nc2ccccc2N)cc1 | 4.5
Cn1cnc(S(=O)(=O)N2CCCCN3[C@H](CO)[C@@H](c4ccc(C#CC5CC5)cc4)[C@H]3C2)c1 | -2.5
CC=Cc1ccc2n(c1=O)C[C@H]1[C@H](CO)[C@@H](C(=O)NCCOC)[C@@H]2N1Cc1ccccc1 (mixture of isomers) | 0.2
COc1ccccc1NC(=O)N1CCCCN2[C@@H](CO)[C@@H](c3ccc(C#CC4CCCC4)cc3)[C@@H]2C1 | 0.2
C[C@@H]1CN([C@H](C)CO)C(=O)CCCn2nncc2CO[C@H]1CN(C)C(=O)Nc1ccc(C(F)(F)F)cc1 | -1.5
COc1cccc(CNC(=O)C[C@@H]2C=C[C@@H](NC(C)=O)[C@@H](CO)O2)c1 | 0.4
Cc1noc(C)c1NC(=O)N[C@@H]1CC[C@H](CCNC(=O)C2CCCC2)O[C@H]1CO | -0.8
C[C@H]1CN([C@@H](C)CO)S(=O)(=O)c2ccc(C#Cc3cccnc3)cc2O[C@@H]1CN(C)C(=O)C1CC1 | 14
C[C@H](CO)N1C[C@H](C)[C@H](CN(C)Cc2ccc(C(=O)O)cc2)Oc2c(NC(=O)C3CC3)cccc2C1=O | -1.8
C[C@H](CO)N1C[C@H](C)[C@H](CN(C)Cc2ccccc2)Oc2ccc(NC(=O)Nc3ccccc3)cc2C1=O | 4.0
COc1ccc(NC(=O)N(C)C[C@@H]2OCc3ccccc3-c3ccccc3C(=O)N([C@H](C)CO)C[C@@H]2C)c(OC)c1 | -2.3
O=C(C[C@H]1C=C[C@H](NC(=O)c2ccccn2)[C@H](CO)O1)NCc1cccc(F)c1 | -1.4
Cn1cnc(S(=O)(=O)N2C[C@H](O)COC[C@@H]3O[C@H](CC(=O)NCc4cccc(F)c4)CC[C@H]32)c1 | -1.4
CO[C@H]1CN(C)C(=O)c2cc(NS(=O)(=O)c3cccc(C)c3)ccc2OC[C@@H](C)NC[C@@H]1C | -0.8
C[C@@H]1CCCCO[C@H](CN(C)C(=O)c2ccncc2)[C@@H](C)CN([C@H](C)CO)C(=O)c2cc(NS(=O)(=O)c3ccc(Cl)cc3)ccc2O1 | -3.3
Cc1noc(C)c1S(=O)(=O)N(C)C[C@@H]1OCCCC[C@H](C)Oc2ccc(NC(=O)NC3CCCCC3)cc2C(=O)N([C@@H](C)CO)C[C@H]1C | -3.3
CCCC#Cc1ccc2c(c1)O[C@@H](CN(C)C)[C@@H](C)CN([C@H](C)CO)S2(=O)=O | 1.2
C[C@@H]1CN([C@@H](C)CO)C(=O)c2cc(NC(=O)Cc3ccccc3)ccc2O[C@@H](C)CCCCO[C@H]1CN(C)C(=O)C1CCCCC1 | 1.2
COc1ccc(NC(=O)N(C)C[C@H]2Oc3ccc(NC(=O)CCC(F)(F)F)cc3C(=O)N([C@@H](C)CO)C[C@@H]2C)cc1 | -1.4
Cc1ccc(S(=O)(=O)Nc2ccc3c(c2)C(=O)N([C@H](C)CO)C[C@@H](C)[C@H](CN(C)Cc2ccncc2)O3)cc1 | -1.0
Cc1ccc(S(=O)(=O)Nc2ccc3c(c2)C(=O)N([C@H](C)CO)C[C@@H](C)[C@@H](CN(C)C(=O)Nc2ccc(C(F)(F)F)cc2)O3)cc1 | -0.5
CN1C(=O)c2cc(NC(=O)Nc3cccc(Cl)c3)ccc2OC[C@@H]2O[C@@H](CC(=O)NCCc3ccncc3)CC[C@@H]21 | -0.6
C[C@@H]1CN([C@H](C)CO)C(=O)Cc2cc(NC(=O)Cn3cnnn3)ccc2O[C@H]1CN(C)C(=O)Nc1cccc2ccccc12 | 0.0
CC(C)CC#Cc1cnc2c(c1)C(=O)N([C@H](C)CO)C[C@H](C)[C@@H](CN(C)C(=O)c1cnccn1)O2 | -1.7
O=C(N[C@@H]1CC[C@@H](CCn2cc(Cc3ccccc3)nn2)O[C@H]1CO)c1cnccn1 | 5.9

# The closing 4 records of the section before are carried over, then new ones follow:
smiles | BioA inh
CN1C(=O)c2cc(NC(=O)Nc3cccc(Cl)c3)ccc2OC[C@@H]2O[C@@H](CC(=O)NCCc3ccncc3)CC[C@@H]21 | -0.6
C[C@@H]1CN([C@H](C)CO)C(=O)Cc2cc(NC(=O)Cn3cnnn3)ccc2O[C@H]1CN(C)C(=O)Nc1cccc2ccccc12 | 0.0
CC(C)CC#Cc1cnc2c(c1)C(=O)N([C@H](C)CO)C[C@H](C)[C@@H](CN(C)C(=O)c1cnccn1)O2 | -1.7
O=C(N[C@@H]1CC[C@@H](CCn2cc(Cc3ccccc3)nn2)O[C@H]1CO)c1cnccn1 | 5.9
CCC(=O)N(C)C[C@H]1Oc2ncc(Br)cc2C(=O)N([C@@H](C)CO)C[C@H]1C | -1.4
COC(=O)C[C@H]1CC[C@@H]2[C@@H](COc3ccc(NC(=O)Nc4cc(C)cc(C)c4)cc3C(=O)N2C)O1 | -0.7
CC(C)NC(=O)Nc1ccc2c(c1)C(=O)N([C@H](C)CO)C[C@H](C)[C@@H](CN(C)C)OCCCC[C@H](C)O2 | -3.7
CC(C)NC(=O)Nc1ccc2c(c1)C(=O)N([C@@H](C)CO)C[C@@H](C)[C@H](CN(C)Cc1ccc(Cl)c(Cl)c1)O2 | 1.8
C[C@@H]1CN([C@H](C)CO)C(=O)Cc2cc(NC(=O)Nc3ccc(F)cc3)ccc2O[C@@H]1CN(C)Cc1ccc2c(c1)OCO2 | -3.3
C[C@@H]1CN([C@H](C)CO)C(=O)c2cc(N(C)C)ccc2O[C@H]1CN(C)C(=O)Nc1ccc(F)cc1 | -1.2
CCNC(=O)[C@H]1[C@H](CO)[C@H]2Cn3c(ccc(-c4ccccc4OC)c3=O)[C@H]2N1CC | -1.0
C[C@@H]1CCCCO[C@H](CN(C)S(=O)(=O)c2ccccc2)[C@@H](C)CN([C@@H](C)CO)C(=O)c2cc(NC(=O)NC3CCCCC3)ccc2O1 | 0.4
CCCN1C[C@@H](C)[C@@H](OC)CN(C)C(=O)c2cc(NC(=O)c3cnccn3)ccc2OC[C@@H]1C | 0.4
C[C@@H]1CN([C@H](C)CO)C(=O)Cc2cc(NC(=O)Cc3ccccc3)ccc2O[C@H]1CN(C)C(=O)Nc1ccccc1 | -0.1
C[C@H](CO)N1C[C@H](C)[C@H](CN(C)Cc2ccc(-c3ccccc3)cc2)Oc2ccc(NS(=O)(=O)c3cccs3)cc2CC1=O | 0.1
Cc1noc(C)c1S(=O)(=O)Nc1ccc2c(c1)C(=O)N([C@@H](C)CO)C[C@@H](C)[C@H](CN(C)C(=O)CCCN(C)C)OCCCC[C@H](C)O2 | 2.0
Cc1ccc(S(=O)(=O)N[C@H]2CC[C@@H](CCn3cc(-c4ccccc4F)nn3)O[C@@H]2CO)cc1 | -0.8
Cc1ccc(S(=O)(=O)N(C)C[C@H]2Oc3ccc(NC(=O)Nc4ccc(C(F)(F)F)cc4)cc3C(=O)N([C@@H](C)CO)C[C@@H]2C)cc1 | -0.3
O=C(NC1CCC1)[C@@H]1[C@@H](CO)[C@@H]2Cn3c(cccc3=O)[C@@H]2N1CC1CCOCC1 | -2.6
COc1ccccc1CNC(=O)C[C@H]1C[C@H]2c3cc(NC(=O)c4cccnc4)ccc3O[C@H]2[C@H](CO)O1 | 14
Cc1noc(C)c1S(=O)(=O)Nc1ccc2c(c1)C(=O)N([C@@H](C)CO)C[C@@H](C)[C@H](CN(C)C(=O)Nc1ccc3c(c1)OCO3)OCCCC[C@@H](C)O2 | 2.2
CCC(=O)N1[C@@H]2c3ccc(-c4ccc(F)cc4)c(=O)n3C[C@H]1[C@H](CO)[C@H]2C(=O)N(C)C | -1.1
O=C(C[C@H]1C[C@H]2c3cc(NC(=O)C4CCOCC4)ccc3O[C@H]2[C@H](CO)O1)NC1CCCC1 | -1.2
Cc1noc(C)c1S(=O)(=O)N(C)C[C@@H]1OCCCC[C@H](C)Oc2ccc(NC(=O)C3CCCCC3)cc2C(=O)N([C@H](C)CO)C[C@@H]1C | -0.5

# Taken from the results shown (5 entries):
smiles | BioA inh
CCC(=O)N(C)C[C@H]1Oc2ncc(Br)cc2C(=O)N([C@@H](C)CO)C[C@H]1C | -1.4
COC(=O)C[C@H]1CC[C@@H]2[C@@H](COc3ccc(NC(=O)Nc4cc(C)cc(C)c4)cc3C(=O)N2C)O1 | -0.7
CC(C)NC(=O)Nc1ccc2c(c1)C(=O)N([C@H](C)CO)C[C@H](C)[C@@H](CN(C)C)OCCCC[C@H](C)O2 | -3.7
CC(C)NC(=O)Nc1ccc2c(c1)C(=O)N([C@@H](C)CO)C[C@@H](C)[C@H](CN(C)Cc1ccc(Cl)c(Cl)c1)O2 | 1.8
C[C@@H]1CN([C@H](C)CO)C(=O)Cc2cc(NC(=O)Nc3ccc(F)cc3)ccc2O[C@@H]1CN(C)Cc1ccc2c(c1)OCO2 | -3.3
